Assay outcomes as filed in PubChem.
HEK293 cAMP ctrl – qHTS Assay for Agonists of the Thyroid Stimulating Hormone Receptor: Activators of Intracellular cAMP Concentrations in Parental HEK 293; parental HEK293 CNG cAMP sensor, membrane potential fluorescence; Potency, µM (top dose mostly 57.1 µM), without a hit: top-dose activation, usual class: activators; actives 2.5% (n = 73,000); AID 938, 2007; note: potency is the fitted concentration of half-maximal effect; % of control where 0% means no effect; nearly all actives have a fitted effect of over 55% in size
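Parental HEK 293 cells stably expressing a cAMP-gated CNG channel were loaded with membrane potential dye containing 100 uM RO 20-1724 for 60 min. Compound added for 30 min; depolarization read as fluorescence intensity at 590 nm.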
ERK AVP inh – qHTS Assay for Inhibitors of the ERK Signaling Pathway using a Homogeneous Screening Assay; actives 0.99% (n = 72,000); HEK293-V1b, vasopressin-stimulated pERK AlphaScreen; Potency, µM (titrated, usually from 57.5 µM), for the others: top-dose activity, negative = inhibition, actives largely listed as inhibitors; note: potency is the fitted concentration of half-maximal effect; % is set by controls: 0 for no effect and ±100 for the full control effect; nearly all actives have a fitted effect of over 55% in size
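HEK293 cells stably expressing V1b receptor, seeded overnight in 1% FBS, were treated with compounds for 30 min at 37C, then stimulated 5 min with 25 nM vasopressin; phospho-ERK read by AlphaScreen SureFire after lysis.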
Tau filament bind – qHTS Assay for Tau Filament Binding. Microtubule-associated protein tau (Homo sapiens), P10636. recombinant tau filaments, thioflavin S fluorescence, 15 h; filaments grown with octadecylsulfate alongside compound. Potency, µM (titrated, usually from 57.1 µM), for inactives: at the top dose activity change, negative = inhibition. actives 2% (n = 71,000). AID 596, 2007;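 note: potency is the fitted concentration of half-maximal effect; % is set by controls: 0 for no effect and ±100 for the full control effect; actives lower thioflavin S fluorescence by blocking filaments or displacing dye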
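Assay mix: 1 uM His-tagged tau, 30 uM sodium octadecylsulfate, thioflavine S dye in HEPES/NaCl/DTT buffer. Compound is added prior to the inducer. Fluorescence after 15 h at 37 C.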
A350 fluor – qHTS Assay for Spectroscopic Profiling in A350 Spectral Region | Compound autofluorescence, 340/450 nm, Alexa 350 dye-equivalents; hits give high values | max dye-equivalent concentration, M | actives 11% (n = 59,000); in the data active = max dye-equivalent concentration above about 10 nM; inconclusive = mostly about 1.1 nM to 9.6 nM
USP2a inhib – qHTS Assay for Inhibitors of Ubiquitin-specific Protease USP2a. USP2a enzymatic assay, qHTS inhibition. Potency, µM (highest dose often 38.3 µM), for the others: at the highest dose activity change, negative = inhibition, hits mostly inhibitors. actives 0.1% (n = 60,000). AID 927, 2007;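 note: potency is the fitted concentration of half-maximal effect; nearly all actives have a fitted effect of over 60% in size; plate controls were DMSO for no effect and NEM full inhibition control for full effect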
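Inhibition is measured in a cell-free coupled assay with 20 nM USP2 core, 20 nM Ub-PLA2 and 20 uM NBD C6-HPC, 2.5 h incubation. Activity normalized to NEM control.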
CRE Fsk mod – Cell signaling CRE-BLA (Fsk stim); CHO CRE-bla reporter (cAMP response element driving beta-lactamase), forskolin EC10, beta-lactamase ratio; Potency, µM (series often up to 38.2 µM), without a hit: at the top dose activity change, negative = inhibition, hits mostly activators; actives 2.5% (n = 71,000); AID 662, 2007; active = well fitted activation curve with a large enough effect in the signal ratio, with a control signal flat, not every such curve was filed as active; inconclusive = small, poorly fitted or top-dose-only effect, or effect the other way, or a change in a side signal; the % refers to the signal ratio; note: potency is the fitted concentration of half-maximal effect; % of control where 0% means no effect
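CHO CRE-bla cells, overnight plating in Opti-MEM with 0.5% dialyzed FBS; cpd titration + EC10 NKH 477, 3 h 37 °C; CCF4 2 h RT; ex 405/em 460 vs 530 ratio → %Activity, AC50.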
BRCT inh red – qHTS Assay for Inhibitors of BRCT-Phosphoprotein Interaction (Red Fluorophore) | Breast cancer type 1 susceptibility protein (Homo sapiens), P38398 | actives 0.03% (n = 75,000) | Potency, µM (highest dose often 76.9 µM), inactives show at the highest dose activity change, negative = inhibition, most hits filed as inhibitors | AID 892, 2007 | BRCT-phosphopeptide binding, red fluorescence polarization; note: % is set by controls: 0 for no effect and ±100 for the full control effect
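Rhodamine-labelled pBACH1 10-mer (100 nM) bound to BRCT domain (100 nM) at pH 7.3; compounds incubated 12 min room temperature, polarization read. Free peptide defines full inhibition; unlabelled decapeptide titrated as control.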
Casp1 inh – qHTS Assay for Allosteric/Competitive Inhibitors of Caspase-1 | Caspase-1 enzyme, Ac-WEHD-AFC fluorogenic rate | Potency, µM (highest dose often 57.5 µM), inactives show at the highest dose activity change, negative = inhibition, usual class: inhibitors | actives 0.03% (n = 75,000);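 note: potency is the fitted concentration of half-maximal effect; plate controls were vehicle for no effect and no substrate for full effect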
Caspase-7 inhib – qHTS Assay for Allosteric/Competitive Inhibitors of Caspase-7 | P55210 | Potency, µM (top dose mostly 57.5 µM), for inactives: top-dose activity change, negative = inhibition, actives largely listed as inhibitors | recombinant caspase-7, Ac-DEVD-AFC fluorescence rate | AID 889, 2007 | actives 0.02% (n = 75,000); active = well fitted inhibition curve with a large enough effect in the main read-out, with a control signal flat, not every such curve was filed as active; inconclusive = small, poorly fitted or top-dose-only effect, or a change in a side signal; note: potency is the fitted concentration of half-maximal effect; % of control where 0% means no effect
Target sequence (P55210 24-198 limits assumed): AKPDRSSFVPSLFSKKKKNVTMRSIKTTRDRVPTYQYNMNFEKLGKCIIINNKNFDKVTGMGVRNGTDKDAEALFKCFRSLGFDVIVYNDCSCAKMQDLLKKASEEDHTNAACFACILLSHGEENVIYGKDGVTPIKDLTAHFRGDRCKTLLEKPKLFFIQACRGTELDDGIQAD
Target sequence (P55210 207-303 limits assumed): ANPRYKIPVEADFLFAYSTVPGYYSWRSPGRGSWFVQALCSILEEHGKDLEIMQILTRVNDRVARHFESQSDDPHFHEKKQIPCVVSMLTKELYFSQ
Luciferase inh – qHTS Assay for Inhibitors of Firefly Luciferase | Luciferin 4-monooxygenase (Photinus pyralis), P08659 | purified firefly luciferase, luminescence, 8 min | Potency, µM (top dose mostly 57.1 µM), for inactives: at the top dose activity change, negative = inhibition, most hits filed as inhibitors | actives 2.2% (n = 72,000) | AID 411, 2009; note: potency is the fitted concentration of half-maximal effect; % is set by controls: 0 for no effect and ±100 for the full control effect; nearly all actives have a fitted effect of over 40% in size
Target sequence (P08659 whole entry, looked up): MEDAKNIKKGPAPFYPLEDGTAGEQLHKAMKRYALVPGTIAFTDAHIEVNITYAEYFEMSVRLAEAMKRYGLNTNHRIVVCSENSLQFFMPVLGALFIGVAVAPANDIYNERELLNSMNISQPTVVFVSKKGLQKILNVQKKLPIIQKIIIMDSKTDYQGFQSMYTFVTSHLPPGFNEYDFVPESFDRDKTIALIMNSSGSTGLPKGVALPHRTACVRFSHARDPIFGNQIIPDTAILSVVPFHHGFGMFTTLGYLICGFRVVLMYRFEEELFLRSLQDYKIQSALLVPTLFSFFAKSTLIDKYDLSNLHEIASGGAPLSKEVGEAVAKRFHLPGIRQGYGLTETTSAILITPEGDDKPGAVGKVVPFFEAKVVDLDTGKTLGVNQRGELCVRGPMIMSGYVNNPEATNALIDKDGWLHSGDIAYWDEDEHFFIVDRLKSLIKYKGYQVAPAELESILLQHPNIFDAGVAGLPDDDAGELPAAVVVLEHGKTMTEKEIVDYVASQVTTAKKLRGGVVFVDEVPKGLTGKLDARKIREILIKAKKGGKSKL
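Compounds were tested as concentration series (qHTS) against purified P. pyralis luciferase with luciferin and 10 uM ATP in 50 mM imidazole pH 7.2, 50 mM KCl, 7 mM MgCl2, 0.01% Tween 20, 0.05% BSA. Luminescence was read after 8 min at ambient temperature.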
BRCT inh green – qHTS Assay for Inhibitors of BRCT-Phosphoprotein Interaction (Green Fluorophore); Breast cancer type 1 susceptibility protein (Homo sapiens), P38398; BRCA1 BRCT-phosphopeptide binding, green fluorescence polarization; Potency, µM (doses to about 76.9 µM), for the others: at the highest dose activity change, negative = inhibition, actives largely listed as inhibitors; actives 0.05% (n = 75,000); AID 875, 2007;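 note: potency is the fitted concentration of half-maximal effect; plate controls were peptide without protein for full effect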
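Compounds were incubated for 12 min at room temperature with a complex of 100 nM fluorescein-tagged pBACH1 decapeptide and 250 nM His-tagged BRCT protein. Buffer was phosphate pH 7.3 with EDTA, DTT and Tween 20. Disruption of binding lowers the polarization signal.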
Starred values were filed as active, the others as inactive; i = inactive; ? = inconclusive; . = not tested or not shown; [ ] = remark or other dose. Unless noted, calls come from the whole dose curve; as a rule, active = well fitted curve in the direction sought with a large enough effect; inconclusive = small, poorly fitted or top-dose-only effect, or another doubt; inactive = no such curve, though single readings can be large; an effect the other way counts as inactive or inconclusive.

Screens in order – Tau filament bind	BRCT inh green	BRCT inh red	HEK293 cAMP ctrl	Luciferase inh	USP2a inhib	A350 fluor	CRE Fsk mod	Casp1 inh	Caspase-7 inhib	ERK AVP inh
N#Cc1ccc(-c2ccco2)nc1SCc1ccccc1
→ ?	0.2%	0.0%	-5%	-1%	24%	i	-2%	-2%	-4%	-17%
CCC(=O)Nc1ccc(NC(=O)c2ccco2)c(OC)c1
→ -20%	-0.3%	1.1%	-3%	-16%	-3%	i	-2%	3%	0%	-11%
CC(C)(C)n1ncc2c(=O)n(CC(=O)OCc3ccccc3)cnc21
→ -2%	-0.8%	1.6%	19%	0.4µM*	2%	?	?	-1%	-1%	-5%
O=C(OCCN(C1=NS(=O)(=O)c2ccccc21)c1ccc(Cl)cc1)c1ccco1
→ 14%	-3.2%	0.9%	16µM*	-2%	48%[activator]	.	?	-6%	-6%	-11%
Cn1cccc1C(=O)N1CCC2(CCN(Cc3nccs3)CC2)CC1
→ -5%	3.9%	-0.7%	-9%	-1%[11.4 µM]	3%	i	-8%	-2%	0%	26%
O=C(CCN1C(=O)c2ccccc2C1=O)N1CCN(c2ccccn2)CC1
→ -10%	-2.2%	-0.5%	6%	1%	4%	i	-1%	-4%	-1%	-27%
COCCCn1c(-c2ccccc2Cl)n[nH]c1=S
→ 11%	-2.2%	-0.5%	5%	2%	1%	?	-1%	-2%	0%	-30%
CCOC(=O)c1cc2occc2n1CCCN1C(=O)c2ccccc2C1=O
→ 16µM*	0.6%	-1.1%	10%	0%	-6%	i	?	-5%	-3%	50%
CC1Cc2ccccc2N1C(=O)CN1C(=O)CN(C)C(=O)c2ccccc21 (stereo unspecified)
→ 4%	-1.3%	-0.6%	9%	3%	1%	i	-4%	-3%	1%	7%
Cn1c(Cl)cnc1C(O)c1ccccc1 (stereo unspecified)
→ 6%	0.3%	-0.8%	9%	2%	6%	?	1%	0%	0%	19%
O=C(c1ccc(C(=O)N2CCOCC2)nc1)N1CCOCC1
→ 8%	-1.3%	0.0%	2%	0%	7%	i	?	-2%	-1%	-1%
CCOC(=O)N1CCN(S(=O)(=O)c2ccc(C(=O)Nc3ccc(F)cc3F)cc2)CC1
→ 10%	-0.7%	-1.4%	27%	0%	37%[activator]	i	?	-3%	1%	12%
COCCn1c(C)cc(C(=O)COC(=O)c2ccc3ncsc3c2)c1C
→ 7%	-2.2%	-2.5%	4%	25µM*	-11%	i	?	0%	2%	?
Cc1ccccc1-n1c(=O)cc(N2CCCCCC2)[nH]c1=O
→ 7%	-1.1%	1.0%	7%	1%	.	.	0%	-5%	0%	.
COC(=O)c1cn(C)c2ccc(S(=O)(=O)N3CC(C)CC(C)C3)cc2c1=O (stereo unspecified)
→ 2%	1.4%	1.0%	3%	2%	74%[activator]	?	-3%	-2%	0%	-20%
CC12CN(C(=O)c3ccco3)CC(c3ccccc3)(CN(C(=O)c3ccco3)C1)C2=O
→ 17%	-3.5%	-0.4%	4%	1%	0%	i	-1%	-1%	0%	-3%
CC1(c2ccccc2)NC(=O)N(CC(=O)N2CCOCC2)C1=O (stereo unspecified)
→ 0%	-0.5%	-1.1%	-5%	4%	-7%	?	-1%	-1%	0%	-6%
Cc1noc(COc2ccccc2OCC(N)=O)c1Cl
→ -1%	0.2%	0.6%	-3%	2%	7%	i	-3%	?	0%	-9%
COC(=O)CSc1nc2c(c(=O)n(C)c(=O)n2C)n1CCCc1ccccc1
→ -18%	-0.9%	0.2%	22%	1%	-9%	i	3%	3%	0%	-2%
CCn1c(SCC(=O)N2CCN(c3ccc(F)cc3)CC2)nnc1-c1ccncc1
→ -14%	-1.5%	-0.1%	10%	3%	5%	i	11%	1%	-1%	-2%
O=C(COc1cc(Cl)ccc1Cl)Nc1nnc(CC(=O)N2CCOCC2)s1
→ -2%	-1.4%	-1.2%	8%	2%	-4%	?	0%	0%	0%	-4%
O=C(Nc1ccc2c(c1)OCCO2)c1c(F)cccc1F
→ 0%	0.4%	-0.6%	6%	13µM*	-7%	i	-7%	0%	-1%	-7%
FC(F)(F)c1nc(SCc2ccc(Cl)cc2)n[nH]1
→ 2%[11.4 µM]	0.4%[15.4 µM]	-1.1%[15.4 µM]	9%[11.4 µM]	-2%[11.4 µM]	.	?	8%[7.6 µM]	-2%[11.5 µM]	0%[11.5 µM]	8%[11.5 µM]
COC(=O)C1CCN(C(=O)NC2CCCCC2)CC1
→ -3%	0.2%	-0.7%	4%	0%	0%	i	?	-1%	0%	-11%
O=C(CN1C(=O)c2ccccc2S1(=O)=O)N1CCN(c2ccccc2F)CC1
→ -6%	-0.7%	0.2%	-4%	0%	7%	i	-5%	-1%	3%	-17%
COc1ccc(S(=O)(=O)Nc2cc(OC)c(NC(=O)c3ccco3)cc2OC)cc1
→ -19%	3.1%	-5.4%	-9%	0%	29%	i	?	0%	-1%	?
CCCCOC(=O)C1=C(C)Nc2ncnn2C1c1cccc(OC)c1OC (stereo unspecified)
→ 3%	-0.2%	-2.3%	?	0%	0%	i	?	0%	-1%	-10%
O=C(Nc1ccc(NC(=O)c2ccco2)nc1)c1ccccn1
→ -10%	-1.6%	-2.3%	-8%	10µM*	2%	?	5%	0%	-4%	3%
COc1ccc(Nc2nc(N)nc(CSc3n[nH]c(-c4ccccc4)n3)n2)cc1
→ 5%	-1.3%	-1.2%	-9%	1%	25%	i	?	-3%	-6%	1%
CC(=O)n1nc(-c2cccnc2)nc1N
→ -9%	-1.3%	-0.6%	-1%	0%	-8%	i	-6%	-7%	-1%	-6%

Full records, looked up by structure:
COCCn1c(C)cc(C(=O)COC(=O)c2ccc3ncsc3c2)c1C is entered as Tau filament bind = 7%; BRCT inh green = -2.2%; BRCT inh red = -2.5%; HEK293 cAMP ctrl = 4%; Luciferase inh = 25µM*; USP2a inhib = -11%; A350 fluor = i; CRE Fsk mod = ?; Casp1 inh = 0%; Caspase-7 inhib = 2%; ERK AVP inh = ?
COc1ccc(Nc2nc(N)nc(CSc3n[nH]c(-c4ccccc4)n3)n2)cc1 is entered as Tau filament bind = 5%; BRCT inh green = -1.3%; BRCT inh red = -1.2%; HEK293 cAMP ctrl = -9%; Luciferase inh = 1%; USP2a inhib = 25%; A350 fluor = i; CRE Fsk mod = ?; Casp1 inh = -3%; Caspase-7 inhib = -6%; ERK AVP inh = 1%

2 entries drawn at random from those above, as already listed:
Screens in order – Tau filament bind	BRCT inh green	BRCT inh red	HEK293 cAMP ctrl	Luciferase inh	USP2a inhib	A350 fluor	CRE Fsk mod	Casp1 inh	Caspase-7 inhib	ERK AVP inh
O=C(COc1cc(Cl)ccc1Cl)Nc1nnc(CC(=O)N2CCOCC2)s1
→ -2%	-1.4%	-1.2%	8%	2%	-4%	?	0%	0%	0%	-4%
CC1(c2ccccc2)NC(=O)N(CC(=O)N2CCOCC2)C1=O (stereo unspecified)
→ 0%	-0.5%	-1.1%	-5%	4%	-7%	?	-1%	-1%	0%	-6%

Remaining list, next part:
Screens in order – Tau filament bind	BRCT inh green	BRCT inh red	HEK293 cAMP ctrl	Luciferase inh	USP2a inhib	A350 fluor	CRE Fsk mod	Casp1 inh	Caspase-7 inhib	ERK AVP inh
CCN(CC)S(=O)(=O)N1CCC(C(=O)NC2CCCc3ccccc32)CC1 (stereo unspecified)
→ 2%	-0.3%	-0.8%	13%	3%	14%	i	-6%	1%	2%	-4%
COc1ccc(-n2c(=O)cc(N3CCN(c4ccccc4F)CC3)[nH]c2=O)cc1
→ 68%	0.2%	-1.7%	7%	-1%	-7%	i	?	2%	2%	21%
COc1ccc(S(=O)(=O)N2CCCN(CC(=O)Nc3cc(NC(C)=O)ccc3OC)CC2)cc1
→ 4%	0.1%	0.5%	0%	3%	12%	i	?	0%	1%	-16%
Cc1nc2nc[nH]n2c(=O)c1NC(=O)c1c(-c2ccccc2Cl)noc1C
→ -3%	-2.3%	0.8%	4%	3%	-4%	i	?	1%	-4%	-19%
CC1=C(C(=O)OC(C)C)C(c2cccs2)C2=C(CCCC2=O)N1 (stereo unspecified)
→ .	-0.1%	-0.1%	?	.	.	.	.	-6%	-6%	.
NC(=O)CC(O)c1cccc(Cl)c1 (stereo unspecified)
→ 2%	-1.7%	0.5%	7%	3%	-4%	i	-18%	2%	0%	11%
